Screens from PubChem BioAssay.
ALOX12 inh = blocks human arachidonate 12S-lipoxygenase; Potency, µM (doses to about 108 µM), for the others: top-dose activity change, negative = inhibition, hits mostly inhibitors; hit rate 1.1% among 580,000; purified 12hLO, xylenol orange hydroperoxide absorbance; P18054; note: potency is the fitted concentration of half-maximal effect; % is set by controls: 0 for no effect and ±100 for the full control effect
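Purified human 12hLO (150 nM final) in 25 mM Hepes, 0.01% Triton X-100, pH 7.0 was preincubated 15 min at room temperature with compound. Then 40 uM arachidonic acid was added, 30 min. Hydroperoxide was read by Fe-XO absorbance ratio 573/405 nm.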
D2 antag = antagonists of human D2 dopamine receptor | HEK293 TREx D2 cells, calcium flux, dopamine EC80 | AID 485344 | inhibition, % at 10 µM | P14416 | hit rate 2% among 340,000; in the data active = inhibition above about 30%; note: 0% is about no effect
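Calcium mobilization kinetics were recorded at 1 s intervals in tetracycline-induced HEK293 T-REx D2 cells, first for 180 s after compound addition and then 180 s after EC80 dopamine.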
RGS4 inhibitor = inhibitors of human regulator of G protein signaling 4. P49798. Transcreener GDP fluorescence polarization, RGS4-accelerated GTP hydrolysis. hit rate 0.039% among 390,000. Potency, µM (highest dose often 114 µM), inactives show top-dose activity change, negative = inhibition, actives largely listed as inhibitors; note: potency is the fitted concentration of half-maximal effect; % is set by controls: 0 for no effect and ±100 for the full control effect; nearly all actives have a fitted effect of over 75% in size; some results filed as inactive show a strong effect at the top dose
Target sequence (P49798 whole entry, looked up): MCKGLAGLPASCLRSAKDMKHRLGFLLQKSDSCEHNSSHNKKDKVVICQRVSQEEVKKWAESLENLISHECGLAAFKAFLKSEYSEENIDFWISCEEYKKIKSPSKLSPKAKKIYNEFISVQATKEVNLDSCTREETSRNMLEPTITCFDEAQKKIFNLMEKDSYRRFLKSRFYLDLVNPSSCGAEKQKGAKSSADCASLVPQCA
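MLSMR compounds (23 nl, pin-transferred) preincubated 10 min at room temperature with a 500nM (2x) first reagent, then RGS4 at 900nM (2x) plus Transcreener GDP mix added; fluorescence polarization (620/688 nm) read before and after 90 min at 30 °C.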
Vif-A3F inh = blocks the Vif interaction with APOBEC3F | HeLa A3F-eYFP + Vif (tagged APOBEC3F with the HIV-1 protein that degrades it), YFP fluorescence increase | Potency, µM (top dose mostly 46.1 µM), for inactives: at the top dose activity, negative = active | hit rate 0.2% among 390,000 | AID 602313; note: potency is the fitted concentration of half-maximal effect; % of control where 0% means no effect; nearly all actives have a fitted effect of over 65% in size
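HeLa cells stably expressing A3F-eYFP plus Vif, plated and incubated overnight at 37 deg C, then exposed to compounds overnight at 37 deg C. Blocked degradation read as raised yellow fluorescence (Ex 488/Em 500-530).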
LDHA block = inhibitors of human lactate dehydrogenase A; P00338; purified LDHA, NADH/diaphorase-resazurin fluorescence; active compounds read low; activity change, % (values are at about 110 or 230 µM); hit rate 0.15% among 480,000; in the data active = activity change below about -30%; inconclusive = mostly about -25% to -30%;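 note: plate controls were DMSO wells for no effect and wells without enzyme for full effect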
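LDH5 2 nM; NADH 0.06 mM, pyruvate 0.2 mM; 200 mM Tris pH 7.4, EDTA, Tween-20; 5 min RT. Detection: diaphorase 0.133 mg/mL + resazurin 37 µM, fluorescence ex540/em590 at 0 and 20 min; normalized to enzyme-free and DMSO wells.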
ERG Ets-DNA blk = blocks human ERG Ets domain binding to DNA; P11308; hit rate 0.028% among 370,000; AID 624246; Potency, µM (titrated, usually from 76.9 µM), without a hit: at the top dose FP activity, negative = inhibition, most hits filed as inhibitors; fluorescence polarization, His-ERG Ets domain / labelled DNA; active = well fitted inhibition curve with a large enough effect in the polarisation, with a control signal flat; inconclusive = small, poorly fitted or top-dose-only effect, or effect the other way, or a change in a side signal; inactive = no such curve, though single readings can be large or run the other way; the % refers to the polarisation;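 note: polarization taken with two DNA probes labelled with fluorescein and Texas red; potency is the fitted concentration of half-maximal effect; % of control where 0% means no effect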
Target sequence (P11308 whole entry, looked up, the tested form may be a part): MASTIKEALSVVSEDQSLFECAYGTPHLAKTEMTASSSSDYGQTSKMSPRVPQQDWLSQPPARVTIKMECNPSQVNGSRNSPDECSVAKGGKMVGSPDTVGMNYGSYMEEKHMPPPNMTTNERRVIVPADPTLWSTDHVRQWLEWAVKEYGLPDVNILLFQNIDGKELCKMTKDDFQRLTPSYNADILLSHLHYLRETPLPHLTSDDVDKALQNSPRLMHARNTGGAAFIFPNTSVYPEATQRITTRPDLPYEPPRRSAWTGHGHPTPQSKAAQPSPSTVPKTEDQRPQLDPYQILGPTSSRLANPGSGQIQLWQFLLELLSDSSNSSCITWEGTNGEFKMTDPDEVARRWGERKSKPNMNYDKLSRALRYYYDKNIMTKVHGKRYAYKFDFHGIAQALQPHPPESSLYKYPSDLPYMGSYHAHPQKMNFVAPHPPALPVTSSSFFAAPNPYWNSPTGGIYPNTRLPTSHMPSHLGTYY
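His-tagged ERG Ets domain (1 uM in the protein solution; 300mM KCl, 50mM Tris-HCl, 1mM EDTA, 1mM DTT, pH 7.5) received compound, then a probe mix of 5 nM fluorescein-DNA and 100nM Texas-615-DNA. Fluorescence polarization was read for both dyes.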
D2 agonist = agonists of human D2 dopamine receptor. activation, % at 2 µM. P14416. HEK293 T-REx D2 cells, calcium flux agonist mode. AID 485358. hit rate 0.53% among 340,000;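 active = activation over 3 SD above normal in the single-dose calcium agonist read, cut at about 30% in these data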; note: 0% is about no effect
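Tetracycline-induced HEK293 Trex cells with D2 receptor force-coupled to calcium signaling, plated overnight at 30 C and loaded with no-wash calcium dye. Calcium flux read kinetically for 180 s after compound addition; responses flag agonists.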
Glioma ERSR ind = induces the endoplasmic reticulum stress response in human glioma cells. U87-MG GRP78 promoter luciferase reporter, 16 h. Potency, µM, for the others: at the top dose activation, hits mostly activators. hit rate 0.02% among 420,000. AID 602332; note: potency is the fitted concentration of half-maximal effect; series mostly up to about 76 µM; % of control where 0% means no effect; nearly all actives have a fitted effect of over 35% in size
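Stably transfected U87-MG human glioma cells carrying a GRP78-based luminescent sensor were seeded at 1000 cells/well, pin-dosed with compounds and incubated 16 h. Luciferase reagent was then added, and end-point luminescence was read after 10 min at room temperature.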
Vif-A3G inh = blocks the Vif interaction with human APOBEC3G; hit rate 0.076% among 410,000; HeLa A3G-eYFP + Vif (tagged APOBEC3G with the HIV-1 protein that degrades it), YFP fluorescence, overnight; Q9HC16; Potency, µM (highest dose often 46.1 µM), without a hit: top-dose activity, negative = active, usual class: inhibitors; AID 602310;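 note: potency is the fitted concentration of half-maximal effect; % is set by controls: 0 for no effect and ±100 for the full control effect; nearly all actives have a fitted effect of over 60% in size; hits raise eYFP signal because A3G escapes Vif-driven loss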
Target sequence (Q9HC16 whole entry, looked up): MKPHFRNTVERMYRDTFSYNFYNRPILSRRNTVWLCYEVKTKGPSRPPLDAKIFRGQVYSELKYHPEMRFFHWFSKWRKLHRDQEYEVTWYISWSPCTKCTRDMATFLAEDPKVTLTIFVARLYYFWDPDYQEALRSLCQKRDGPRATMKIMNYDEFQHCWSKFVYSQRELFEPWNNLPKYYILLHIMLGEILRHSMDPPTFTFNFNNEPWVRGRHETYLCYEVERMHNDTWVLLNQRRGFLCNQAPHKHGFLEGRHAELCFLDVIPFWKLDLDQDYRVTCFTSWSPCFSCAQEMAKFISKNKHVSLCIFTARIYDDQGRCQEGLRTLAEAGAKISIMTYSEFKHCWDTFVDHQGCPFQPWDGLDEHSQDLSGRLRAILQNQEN
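Read-out is eYFP fluorescence (Ex 488/Em 500-530) from Vif-expressing HeLa A3G-eYFP cells; more signal means A3G escaped Vif-mediated degradation. Cells plated overnight, compound pinned in, incubated overnight at 37 deg C.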
Starred values were filed as active, the others as inactive; ? = inconclusive; / = no result given; & = joins results of further samples; [ ] = dose if it differs, or a comment. Unless noted, calls come from the whole dose curve; as a rule, active = well fitted curve in the direction sought with a large enough effect; inconclusive = small, poorly fitted or top-dose-only effect, or another doubt; inactive = no such curve, though single readings can be large; an effect the other way counts as inactive or inconclusive.

Results follow in this order: D2 agonist	LDHA block	D2 antag	ALOX12 inh	RGS4 inhibitor	Vif-A3F inh	Glioma ERSR ind	ERG Ets-DNA blk	Vif-A3G inh
Cc1ccc(C)c(OCc2cc(C(=O)N3CCN(c4cnccn4)CC3)no2)c1
 : -0.4	-2	-2	-5%	36%	-6%	0%	-8%	0%
Cc1ccc(/C=N/NS(=O)(=O)c2ccc([N+](=O)[O-])cc2)o1
 : -0.1	1	4	-10%	-2%	-6%	4%	5%	3%
Clc1ccc2nnc(Cl)n2n1
 : -0.6	-6	19	1%	13%	20%	-4%	-3%	-3%
O=C(Cn1cnc2c(cnn2-c2ccccc2)c1=O)N1CCCc2ccccc21
 : /	-5	/	22%	-25%	/	-4%	2%	1%
Cn1c(SCC(=O)N/N=C/c2ccco2)nc2ccccc21
 : -0.4	-2	2	-1%	0%	-2%	-4%	-11%	-1%
O=C1C(C=NCc2ccccn2)=C(O)c2ccccc21
 : 0.7	-3	-12	4%[57.4 µM]	13%	-11%	-1%	/	1%
COc1ccc(-c2csc(N(CCCN(C)C)C(=O)c3cc(OC)c(OC)c(OC)c3)n2)cc1
 : -0.2	0	8	-10%	-5%	2%	-1%	-11%	1%
CC(C)C[C@H](NC(=O)c1nc[nH]c1C(=O)NCc1ccccc1)C(=O)OCc1ccccc1
 : 0.0	1	0	4%	17%	-2%	0%	7%	-4%
NC(=O)c1c(NC(=O)c2ccc(N3C(=O)CCC3=O)cc2)sc2c1CCCC2
 : 0.8	4	-28	-17%	-38%	2%	-2%	2%	4%
COc1ccc(NCC(=O)Nc2ccc(Br)cc2F)c(OC)c1
 : 0.2	4	2	1%	-9%	?	-2%	-8%	-4%
O=C(O)CNS(=O)(=O)c1ccc(F)cc1
 : 1.2	-3	0	0%	-19%	8%	-5%	-6%	0%
C=CCN1C=C2C(=O)C(C)(OC(=O)c3ccc(OC)cc3)C(=O)C(c3ccco3)=C2C=C1CCCC (configuration not stated)
 : 1.5	5	18	-19%	-6%	-1%	-1%	10%	-2%
O=C(c1cccc(Oc2ccc([N+](=O)[O-])cc2Cl)c1)N1CCOCC1
 : 0.6	-8	14	194%	11%	-3%	-4%	7%	-7%
Cc1ccsc1/C=N/Nc1ncnc2nc[nH]c12
 : -0.4	-4	2	2%	19%	-3%	-6%	8%	-5%
Cc1cc2cc(CNC(=O)c3ccco3)ccc2n1C
 : -3.0	2	-11	-15%	-48%	-6%	-3%	?	-5%
COc1cc(O)c(C(CCN2CCOCC2)c2ccc3c(c2)OCO3)c(OC)c1 (configuration not stated)
 : -2.3	8	11	4%	-21%&8%	-4%	-6%&-5%	-18%	-1%&4%
O=C(CSc1nc2ccccc2nc1Cc1ccccc1)N1CCc2ccccc21
 : -1.4	-4	/	0%	7%	-5%	-4%	14%	-2%
Cc1cccc(C(=O)Nc2ccnc(-c3cccnc3)n2)c1
 : 0.2	-3	3	0%	13%	-3%	-2%	0%	-1%
S=C(c1ccc(-c2ccccc2)cc1)N1CCOCC1
 : /	-11	/	0%	-10%	2%	-12%	4%	-6%
COc1ccccc1-c1nnc(C2CCN(C(=O)c3cccc(Cl)c3)CC2)o1
 : 0.6	-3	/	2%	1%	2%	-1%	9%	-2%
O=C(COc1ccccc1-c1nc(-c2ccccc2)no1)Nc1ccccc1[N+](=O)[O-]
 : -0.5	-6	/	-1%	21%	0%	1%	1%	-2%
Cc1ccc(CN2CCN(C3CCN(C(=O)c4ccccc4)CC3)C(=O)C2=O)cc1
 : /	-8	/	-16%	-32%	-5%	-2%	2%	-5%
CCNC(=S)Nc1ccc(Cl)cc1
 : -0.2	-3	-9	-16%	-16%	-1%	-1%	7%	-5%
CCOc1ccc(OCC)c(NC(=O)CN(C)S(=O)(=O)c2cnc[nH]2)c1
 : /	4	/	7%	-14%	-7%	0%	-4%	-1%
COc1cc(/C=C(\C#N)c2nc3ccccc3[nH]2)cc(Br)c1OCc1ccc(F)cc1
 : 0.7	-4	-8	0%	20%	-24%	-6%	-13%	1%
CC(OC(=O)c1c[nH]c2ccccc12)C(=O)N1CCCC1 (configuration not stated)
 : -0.5	-1	-16	0%	1%	1%	-2%	11%	-1%
CC1CCCN(S(=O)(=O)c2ccc(NC(=O)c3nc(SC(C)C)ncc3Cl)cc2)C1 (configuration not stated)
 : 1.3	9&1	/	?	-9%	0%	-1%	-2%	-1%
CN(C)c1ccc(C(=O)Nc2c(C(=O)NC(C)(C)C)oc3ccccc23)cc1
 : -1.3	-3	/	-26%	6%	-9%	-1%	-3%	1%
COC(=O)c1c(C(=O)OC)c(C)n(Cc2cccnc2)c1C
 : 0.3	-8	3	39%[activator]	-7%	1%	-2%	10%	2%
O=C(Nc1ccc2ccccc2c1)c1ccccc1[N+](=O)[O-]
 : /	9	/	?	-20%	6%	3%	0%	-4%
Cc1nc2c3ccccc3[nH]c(=O)n2n1
 : -0.6	-2	-4	-16%	-9%	4%	-3%	-6%	1%
CSCC[C@H](NC(=O)NCCC1=CCCCC1)C(=O)O
 : 1.1	-9	-3	?	6%	/	-3%	-5%	1%
Nc1c(-c2ccccc2)c(CN2CCOCC2)nn1-c1ccc(F)cc1
 : 0.6	-8	20	3%	-6%	-5%	-1%	1%	0%
COc1ccc(NC(=O)c2sc3nc(C)c(C(=O)Nc4ccc(C)cc4C)c(-c4ccc(C)o4)c3c2N)cc1
 : 2.6	0	/	7%	0%	?	-1%	1%	-7%
COc1ccc(C2CC(c3ccccc3)=NN2S(=O)(=O)c2ccccc2)c(OC)c1 (configuration not stated)
 : 0.6	5	0	-24%	-20%	6%	-6%	-5%	-3%
COc1cc(NC(=O)c2cccs2)ccc1NC(=O)c1ccco1
 : -1.7	0	1	63%[activator][57.4 µM]	8%[11.4 µM]	5%	4%	-10%	2%
O=C(CCCn1c(=O)[nH]c2cc(Cl)ccc2c1=O)NC1CCCCCC1
 : -0.6	-2	-8	0%	0%	-7%	-3%	-8%	2%
CC(C)COc1ccc(C(=O)NC(CC(C)C)C(=O)O)cc1 (configuration not stated)
 : 0.5	-6	8	-5%	19%	-9%	2%	8%	0%
O=C(c1cccs1)N(Cc1ccc(F)cc1)C1CCS(=O)(=O)C1 (configuration not stated)
 : 0.6	0	-3	52%[activator]	-6%	2%	1%	-7%	-1%
Cc1ccsc1/C=N/NC(=O)c1ccc([N+](=O)[O-])cc1
 : /	1	/	9%	-17%	3%	1%	-22%	-3%
COc1ccc(-c2csc(NC(=O)CSc3nnnn3C)n2)cc1OC
 : 0.0	0	-2	7%	6%	1%	-2%	16%	0%
Cc1ccccc1CS(=O)(=O)Cc1ccc(C(=O)NCc2ccc(F)cc2)o1
 : 0.4	-8	/	-6%	22%	7%	-3%	0%	1%
O=C1c2cccc(OCC(=O)N3CCCc4ccccc43)c2CCN1Cc1ccc(F)cc1
 : 0.7	-8	7	-17%	4%	0%	-2%	3%	-9%
CCC1OC(=O)C(C)C(OC2C[C@@](C)(OC)C(O)C(C)O2)C(C)C(O[C@@H]2OC(C)CC(N(C)C)C2O)[C@](C)(O)CC(C)C(=NOCOCCOC)C(C)C(O)[C@]1(C)O (some centres not stated)
 : 0.1	-15	0	-5%	10%	1%	-2%	-4%	-5%
Cc1ccccc1Nc1nc(N)nc(CSc2nc3ccccc3c(=O)n2CCCO)n1
 : -0.1	-1	1	12%	-4%	3%	0%	0%	1%
O=C(NCCCN1CCCC1=O)C1CCN(S(=O)(=O)c2cccc(Cl)c2Cl)CC1
 : 0.2	-8	21	14%	12%	8%	-3%	-11%	1%
CC(C)Nc1nnc(Sc2ccc(Cl)cc2[N+](=O)[O-])s1
 : /	0	/	-4%	-13%	6%	-6%	-4%	-3%
CCOC(=O)c1ccc(NC(=O)CCC(=O)OC)cc1
 : -1.2	-3	0	147%[activator]	-23%	-3%	2%	12%	-1%
CCc1cccc(C)c1NC(=O)CN1CCN(S(=O)(=O)c2ccc(C(C)(C)C)cc2)CC1
 : 0.5	7	5	-2%	-9%	7%	0%	2%	1%
C=CC[C@@H](CC(=O)OC(C)(C)C)C(=O)OC[C@@H]1CCCN1C(=O)[C@@H](CC=C)CC(=O)N[C@H](CO)Cc1ccccc1
 : /	5	/	1%	-8%	-11%	-4%	-10%	2%
CCc1ccc(NC(=O)N(CCN2CCOCC2)Cc2ccc3c(c2)CCCN3CC)cc1
 : 0.8	17	-5	-27%	-5%	-1%	-5%	9%	-1%
CCCc1nc2oc3c(NCCN(C)C)ncnc3c2c2c1CCCC2
 : -0.2	1	4	-17%	46%	-2%	1%	2%	2%
COc1ccc2c(CNCCc3cccs3)c(C(=O)O)n(Cc3cccc(F)c3)c2c1
 : 0.3	3	/	-29%	-1%	0%	-4%	6%	1%
O=C(CSc1nnc(C2CC2)n1Cc1ccccc1)c1ccc(S(=O)(=O)N2CCOCC2)cc1
 : -2.6	0	46*	0%	-10%	-4%	-4%	-3%	-5%
CCOc1ccc(NC(=O)CN(C)C(=O)c2cn(-c3ccccc3)nc2-c2cccs2)cc1OCC
 : 0.4	0	6	10%	-8%	-20%	-5%	-8%	0%
CCOC(=O)C1=C(COC(=O)c2cc(S(=O)(=O)N(C)C)ccc2C)NC(=O)NC1C (configuration not stated)
 : -0.1	-2	-1	4%	23%	-1%	-2%	/	-4%

The list is partial; rates above refer to the full screens.
